Screens: PubChem BioAssay, National Center for Advancing Translational Sciences (NCATS)
L3MBTL1 block = inhibitors of human L3MBTL1; AID 485360; AlphaScreen L3MBTL1–H3K9me1 peptide binding; Q9Y468; 0.66% of 230,000 active; Potency, µM (highest dose often 57.1 µM), for inactives: at the top dose activity, negative = inhibition, hits mostly inhibitors; active = well fitted inhibition curve with a large enough effect; inconclusive = small, poorly fitted or top-dose-only effect; inactive = no such curve, though single readings can be large or run the other way; also: nearly all actives have a fitted effect of over 60% in size
Target sequence (Q9Y468 whole entry, looked up): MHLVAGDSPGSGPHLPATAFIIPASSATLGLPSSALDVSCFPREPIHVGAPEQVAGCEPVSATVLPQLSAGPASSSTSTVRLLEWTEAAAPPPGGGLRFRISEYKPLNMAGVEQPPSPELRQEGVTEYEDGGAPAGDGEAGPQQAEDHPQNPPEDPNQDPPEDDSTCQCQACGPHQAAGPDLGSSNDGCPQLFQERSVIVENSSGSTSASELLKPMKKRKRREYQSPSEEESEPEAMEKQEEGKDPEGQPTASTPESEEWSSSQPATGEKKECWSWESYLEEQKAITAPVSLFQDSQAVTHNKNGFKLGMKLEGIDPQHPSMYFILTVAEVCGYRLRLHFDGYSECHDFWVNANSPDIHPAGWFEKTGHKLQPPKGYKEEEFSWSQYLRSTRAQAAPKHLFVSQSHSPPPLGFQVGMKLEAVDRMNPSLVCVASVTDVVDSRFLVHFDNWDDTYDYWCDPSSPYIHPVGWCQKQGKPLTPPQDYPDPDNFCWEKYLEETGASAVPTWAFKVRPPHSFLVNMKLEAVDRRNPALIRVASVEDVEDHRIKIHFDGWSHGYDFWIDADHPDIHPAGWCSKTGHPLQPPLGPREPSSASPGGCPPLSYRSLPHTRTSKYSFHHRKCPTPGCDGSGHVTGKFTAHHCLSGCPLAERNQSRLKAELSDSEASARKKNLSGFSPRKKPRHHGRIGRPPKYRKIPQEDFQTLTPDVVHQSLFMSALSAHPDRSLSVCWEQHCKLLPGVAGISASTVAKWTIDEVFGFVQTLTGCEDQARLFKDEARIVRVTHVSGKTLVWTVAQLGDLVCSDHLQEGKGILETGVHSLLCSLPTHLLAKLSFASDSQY
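AlphaScreen proximity signal between nickel-chelate acceptor and streptavidin donor beads (final 10 ug/mL) reports binding of 50 nM L3MBTL1 to 75 nM biotin-H3 K9me1 peptide; complex incubated with compounds 30 min at room temperature; cefsulodin titration as control.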
* hit, by the source's call; ? = inconclusive; [ ] = another dose, or the depositor's remark. % is scaled to controls: 0 for no effect and ±100 for the full control effect; potency is read from the fitted curve at half-maximal effect. A portion of the library; rates above refer to the full screens.

canonical_smiles	L3MBTL1 block
CC(OC(=O)c1cc(=O)[nH]c2ccccc12)C(=O)NC1CCCCC1C (configuration not stated)	1%
O=P(c1ccccc1)(c1ccccc1)C(O)c1ccc(Br)cc1 (configuration not stated)	-8%
CC(C)(C)OC(=O)C[C@@H]1C/C=C\C[C@H](CC(=O)N(CCO)Cc2ccccc2)C(=O)N[C@H](Cc2ccccc2)COC1=O	0%
Cc1c(C(=O)OCc2nc3ccsc3c(=O)[nH]2)oc2ccccc12	-2%
CCN1C(=O)C(=O)N(CC(=O)NC(C)CCc2ccccc2)C1=O (configuration not stated)	-2%
CC(Sc1ncn[nH]1)C(=O)c1c(N)n(C)c(=O)n(C)c1=O (configuration not stated)	1%
COCC(C)n1c(SCC(=O)NC(=O)NCc2ccccc2)nc2ccccc2c1=O (configuration not stated)	-6%
COc1ccc(CC(=O)OC(C)C(=O)Nc2ccc(Cl)cn2)cc1 (configuration not stated)	2%
COc1cccc(NC(=O)CN(C)CC(=O)c2c(C)[nH]c3ccccc23)c1	-10%
CCOc1ccccc1O[C@H](c1ccccc1)[C@H]1CNCCO1	3%
COCCN(C(=O)c1cc2c(s1)CCCCC2)c1c(N)n(Cc2ccccc2)c(=O)[nH]c1=O	-1%
OCCN1CCN(c2ncnc3sc4c(c23)CCCC4)CC1	-3%
CCCN1CCN(S(=O)(=O)c2cc3c(cc2C)NC(=O)CO3)CC1	-4%
O=[N+]([O-])c1cccc(S(=O)(=O)Nc2cccc(-c3ccc(N4CCCC4)nn3)c2)c1	0%
Cc1noc(C(C)C)c1C(=O)Nc1ccc(-c2nnc3n2CCCCC3)cc1	-4%
O=C(Cc1ccc([N+](=O)[O-])cc1)N/N=C/c1ccccc1F	-5%
COc1ccccc1CNC(=O)CN1C(=O)NC2(CCCC2)C1=O	0%
COC(=O)c1ccc(OC(=O)CN2C(=O)c3ccccc3C2=O)cc1	-4%
O=C(c1ccc(-c2cc(O)c3ncccc3c2)cc1)N1CCNCC1	25µM*
Cc1ccc(CN(C)C(=O)c2cccc(S(=O)(=O)N3CCN(Cc4ccccc4)CC3)c2)o1	-6%
CCCc1c(C)nc(N2CCN(c3ccccc3OC)CC2)[nH]c1=O	1%
COc1cc(S(=O)(=O)N2CCN(c3ccccn3)CC2)ccc1Br	-7%
C[C@H](CO)N1C[C@H](C)[C@@H](CN(C)C(=O)Nc2ccc(C(F)(F)F)cc2)Oc2ccc(NS(=O)(=O)c3ccccc3)cc2C1=O	4%
CCCc1nc(-c2ccccc2)c(-c2ccc(OC)c(OC)c2)c(=O)[nH]1	-1%
CN(Cc1ccccc1)C(=O)c1ccc(NC(=O)Cc2cccc(NC(=O)C3CCN(C(=O)C4CCCCC4)CC3)c2)cc1	-2%
COCCN(C(=O)COC(=O)CCOc1ccccc1C)c1c(N)n(Cc2ccccc2)c(=O)[nH]c1=O	-1%
Cc1cc(C)n(CCCNC(=O)c2ccco2)n1	9%
Cc1nc(C)n(C(C)CNC(=O)c2ccccc2)n1 (configuration not stated)	2%
COc1cccc2cc(C(=O)NC3CC4CCC3C4)oc12 (configuration not stated)	5%
O=C(CCC(=O)N1CCOc2ccccc21)NCc1ccccn1	63%[activator]
COc1ccc(NC(=O)C(C)Sc2nnc(C3CC3)n2C2CC2)cc1 (configuration not stated)	-1%
Cc1cccn2c(=O)nc(SCC(=O)c3ccccc3)nc12	11%
CC(CC(=O)OCC(=O)NCc1ccc(Cl)cc1)c1ccccc1 (configuration not stated)	11%
Cc1ccc(C(=O)C[n+]2ccccc2C)cc1[N+](=O)[O-]	-1%
COc1ccc(OC)c(-c2nnc3n2N=C(c2ccc(OC)c(OCC4CC4)c2)CS3)c1	-8%
O=C(COC(=O)C1COc2ccccc2O1)Nc1cccc(Cl)c1 (configuration not stated)	2%
COc1ccc(C(=O)NC2CCN(CC(=O)Nc3cccc(OC)c3)CC2)cc1	0%
CC(C)(CO)CNC(=O)c1ccc2nc(Cc3cccc(Cl)c3)oc2c1	-2%
CC1CCCCN1C(=O)c1ccc(C(=O)Nc2ccc(F)cc2)cc1 (configuration not stated)	0%
O=C(COC(=O)CSc1ccc([N+](=O)[O-])cc1)NCCC1=CCCCC1	-1%
Cc1ccc(C(=O)N(CC(C)C)c2c(N)n(Cc3ccccc3)c(=O)[nH]c2=O)o1	1%
COc1ccccc1C(C#N)N1N=C(C)CC1c1ccccc1 (configuration not stated)	0%
CC1CCN(C(=O)COC(=O)Cn2cnc3ccccc32)CC1	3%
C[C@]12c3[nH]c4cc(-c5ccco5)ccc4c3CCN1C(=O)[C@@H](CC(=O)NCC13CC4CC(CC(C4)C1)C3)C[C@@H]2C(=O)N1CCCCC1	-25%
CC(C)(Oc1ccc(Cl)cc1)C(=O)NCc1n[nH]c(=O)c2ccccc12	-5%
O=C(CS(=O)(=O)c1ccc(F)cc1)Nc1nnc(-c2cccs2)o1	0%
CCOc1ccc(S(=O)(=O)n2nc(C)cc2C)cc1	4%
CCN(CC)c1nc(N2CCN(C)CC2)nc2ccccc12	-3%[2.29 µM]
CC(C)(C)N1C(=O)[C@H]2[C@@H](c3ccc(Br)cc3)N3C(=O)N(c4cccc(Cl)c4)C(=O)[C@@]3(C)[C@H]2C1=O	-1%
Cc1ccc(S(=O)(=O)Nc2cccc(C(=O)NCC(c3ccco3)N3CCCC3)c2)cc1F (configuration not stated)	-8%
Cc1ccc2c(cnn2C(=O)CCC(=O)N2CCCCC2C)c1 (configuration not stated)	-1%
Cc1nnnn1/C(=C\c1ccccc1)C(=O)OCC(=O)Nc1cccc(S(=O)(=O)N(C)C)c1	-3%
C[C@@H]1O[C@@H](O[C@H]2[C@H](O[C@H]3C[C@]4(C)C(C[C@@H](O)C5C([C@]6(C)CC[C@@H](C(C)(C)O)O6)CC[C@]54C)[C@@]4(C)CC[C@H](O)C(C)(C)C34)O[C@H](CO)[C@@H](O)[C@@H]2O)[C@H](O)[C@H](O)[C@H]1O (some centres not stated)	0%
CSCCC(NC(=O)c1cccc(C)c1)C(=O)OCC(=O)Nc1c(C)nn(-c2ccccc2)c1C (configuration not stated)	2%
O=C(CSc1nccc(=O)[nH]1)Nc1ccc(Oc2ccccc2)cc1	-4%
CC(NC(=O)c1cccc(S(=O)(=O)N2CCc3ccccc32)c1)c1ccco1 (configuration not stated)	-11%
O=[N+]([O-])c1cc(CN2CCCCCC2)ccc1O	0%
COc1ccc(C(=O)NNC(=O)CCc2nc3ccccc3c(=O)[nH]2)cc1	-2%
CN(C(=O)COC(=O)C1CCN(S(=O)(=O)c2ccc3c(c2)OCCO3)CC1)C1CCCCC1	-8%
COc1cc(NC(=O)CNc2cccc(S(=O)(=O)N3CCOCC3)c2)cc(OC)c1	3%

Looked up by compound from the list above, four records:
canonical_smiles	L3MBTL1 block
Cc1ccc(CN(C)C(=O)c2cccc(S(=O)(=O)N3CCN(Cc4ccccc4)CC3)c2)o1	-6%
COc1ccc(C(=O)NNC(=O)CCc2nc3ccccc3c(=O)[nH]2)cc1	-2%
CC1CCN(C(=O)COC(=O)Cn2cnc3ccccc32)CC1	3%
COc1ccc(C(=O)NC2CCN(CC(=O)Nc3cccc(OC)c3)CC2)cc1	0%

3 of these compounds in a different format.
COc1ccc(C(=O)NC2CCN(CC(=O)Nc3cccc(OC)c3)CC2)cc1
  L3MBTL1 block: 0%
CC(C)(CO)CNC(=O)c1ccc2nc(Cc3cccc(Cl)c3)oc2c1
  L3MBTL1 block: -2%
CC1CCCCN1C(=O)c1ccc(C(=O)Nc2ccc(F)cc2)cc1 (configuration not stated)
  L3MBTL1 block: 0%

New compounds follow.
canonical_smiles	L3MBTL1 block
CCC1Nc2ncnc(N3CCN(c4ccccc4)CC3)c2N(Cc2ccc(Cl)cc2)C1=O (configuration not stated)	-18%
COc1ccc(NC(=O)CSCC(=O)Nc2cccc3ncccc23)cc1	-5%
N#Cc1ccccc1COC(=O)c1ccc2c(c1)OCO2	27%
CN1C(=O)CSC1=Nc1ccc(Br)cc1	1%
O=C(CN1C(=O)NC2(CCCC2)C1=O)N1CCN(S(=O)(=O)c2cccc(C(F)(F)F)c2)CC1	0%
Cc1ccc(S(=O)(=O)NC2CC(C)(C)NC(C)(C)C2)c(C)c1C	2%[2.29 µM]
C#CCOCCOCCOCCNc1nc(N2CCN(C(=O)[C@H](CCCCN)n3cc(CN)nn3)CC2)nc(N2CCN(C(=O)[C@H](CCCCN)n3cc(CN)nn3)CC2)n1	9%
COc1ccc(CC(=O)Nc2ccc(S(=O)(=O)N3CCN(C)CC3)cc2)cc1	1%
CC1CC(C)CN(C(=O)COC(=O)/C=C/c2cccc([N+](=O)[O-])c2)C1 (configuration not stated)	0%
COc1ccccc1CNC(=O)C(=O)NCC1CCCN1S(=O)(=O)c1cccs1 (configuration not stated)	-6%
O=C(CNCc1ccc(F)cc1)Nc1cc(S(=O)(=O)N2CCOCC2)ccc1Cl	1%
CCN(CC)C(=O)[C@H]1C[C@H](CC(=O)NCCc2ccccn2)C(=O)N2CCc3c([nH]c4ccc(Cl)cc34)[C@]12C	-6%
CCc1cccc(C)c1NC(=O)CN1CCN(S(=O)(=O)c2ccc(C(C)(C)C)cc2)CC1	-7%
CCOc1ccc(S(=O)(=O)N2CCN(C(=O)COc3ccc(Br)cc3)CC2)cc1	0%
CC1=CCC[C@H]2[C@H](C1)C(=O)C[C@@H](C)[C@]2(C)CC/C(=C/CO)CO	-2%

By substructure, those above with bromine
canonical_smiles	L3MBTL1 block
O=P(c1ccccc1)(c1ccccc1)C(O)c1ccc(Br)cc1 (configuration not stated)	-8%
COc1cc(S(=O)(=O)N2CCN(c3ccccn3)CC2)ccc1Br	-7%
CC(C)(C)N1C(=O)[C@H]2[C@@H](c3ccc(Br)cc3)N3C(=O)N(c4cccc(Cl)c4)C(=O)[C@@]3(C)[C@H]2C1=O	-1%
CN1C(=O)CSC1=Nc1ccc(Br)cc1	1%
CCOc1ccc(S(=O)(=O)N2CCN(C(=O)COc3ccc(Br)cc3)CC2)cc1	0%

(listing goes on)
structure | L3MBTL1 block
Cc1ccc(S(=O)(=O)N2CCN(C(=O)COC(=O)CCOc3ccccc3)CC2)c(C)c1 | -2%
Cc1ccc(NS(=O)(=O)c2cc(C(=O)N3CCN(CCO)CC3)ccc2C)cc1 | 1%
COc1ccccc1C(=O)NCCC(=O)N1CC=C(c2ccccc2)CC1 | 4%
CC(NC(=O)CN1C(=O)NC(C)(C2CC2)C1=O)c1ccc(F)cc1 (configuration not stated) | 6%
CCC(CO)Oc1cc(NCc2cccc(O)c2)c2ncn(C(C)C)c2c1 (configuration not stated) | -3%
COc1cc2cc(CCCOC(=O)c3cccc(Br)c3)oc(=O)c2cc1OC | -2%
Cc1cc(=O)[nH]c(SCC(=O)Nc2ccc3c(c2)CCC3)c1C#N | 6%
Cc1cccc(C)c1NC(=O)C1C2C=CC(C2)C1C(=O)O (configuration not stated) | 2%
COc1cccc(C(=O)OCC(=O)N2CCc3ccccc3C2)c1OC | -5%
O=C(Nc1ccc(F)c(Cl)c1)C1CCCN(C2=NS(=O)(=O)c3ccccc32)C1 (configuration not stated) | 8%
Cc1ccc(C(=O)OC(C)C(=O)Nc2ccc(Cl)cn2)s1 (configuration not stated) | 11%
N#CCCN(C(=S)NC(=O)C1CCCCC1)c1ccccc1F | 7%
CCc1cc(Cn2nc(-c3ccccc3)cc2C(=O)NCc2ccccc2OC)on1 | -15%
O=C(NNC(=O)c1cc(-c2cccc(Br)c2)nc2ccccc12)c1csc(N2CCOCC2)n1 | -7%
CC(OC(=O)c1cccc(NS(C)(=O)=O)c1)C(=O)Nc1ccc2c(c1)OCO2 (configuration not stated) | -5%
CCc1noc(C)c1C(=O)N1CCN(S(=O)(=O)c2ccc(Br)cc2)CC1 | 8%
CC1(C)Oc2ccc3ccc(=O)oc3c2/C(=C/NNC(N)=O)C1=O | -1%
Cc1cccc(OCc2nnc(SCC(=O)O)n2-c2ccccc2)c1 | 8%
Cc1ccc(S(=O)(=O)CCC(=O)OC(C)C(=O)NC2CCCCC2C)cc1 (configuration not stated) | 6%
CCN(Cc1ccccc1)S(=O)(=O)c1ccc(OC)cc1 | 10%
COC(=O)c1ccc(Nc2ccc3nonc3c2[N+](=O)[O-])cc1 | 3%
Cc1ccc2c(c1)C(=O)N1[C@H]3c4ccccc4OC[C@@H]3[C@H](c3ccccc3)[C@]1(C)C(=O)N2 | -7%
CCCN(CC(=O)Nc1ccccc1C)C(=O)C1CC(=O)N(c2ccccc2C(C)CC)C1 (configuration not stated) | 13%
O=C(NCC(c1ccco1)N1CCc2ccccc2C1)c1ccccc1 (configuration not stated) | 2%
O=C(NC1CCCN(CCc2ccccc2)C1)c1c[nH]c2ccccc12 (configuration not stated) | 5%
CCC1=NN(C(=O)c2cccc([N+](=O)[O-])c2)C(O)(c2ccc(C)cc2)C1 (configuration not stated) | ?
CCCCCCCNC(=O)C1(CC2CC(c3ccc(Cl)cc3)=NO2)CCN(C(=O)CCCCCBr)CC1 (configuration not stated) | 3%
Cc1ccc(S(=O)(=O)NC(=O)Nc2cccc(S(=O)(=O)N(C)C)c2)cc1 | 10%
C=C[C@@H]1c2cccc(C)c2N(S(=O)(=O)c2ccc(C)cc2)[C@H](c2ccc(OC(C)=O)cc2)C1(C#N)C#N | -6%
O=C(C[C@H]1C/C=C\C[C@@H](NC(=O)OCC2c3ccccc3-c3ccccc32)C(=O)O[C@@H](c2ccccc2)CNC1=O)N[C@H](CO)Cc1ccccc1 | -3%
S=C(NCc1ccccc1)Nc1nccs1 | -1%
CCc1ccc(CNC(=O)CCCn2nc(C)n3ccnc3c2=O)cc1 | -6%
Cc1cc(C)n2nc(C(=O)OCC(=O)N3CC(C)CC(C)C3)nc2n1 (configuration not stated) | 12%
CCCOc1ccc(/C=C/C(=O)NC2CCCCC2)cc1 | 7%
